Source: PubChem BioAssay (several laboratories)
Rac1 GTP hydrolysis: MgcRacGAP GTPase-activating activity inhibitors, confirmation, biochemical, ADP Hunter fluorescence; MgcRacGAP-stimulated Rac1 GTP hydrolysis, ADP Hunter fluorescence; higher % means a stronger effect; GST-tagged Rac1 F28L mutant substrate; one-dose inhibition, % at 30 µM; IC50 in µM for titrated hits; actives 0.6% (n = 340,000);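 active = first-screen hits whose inhibition reached a set limit at any dose in the follow-up dose series; inconclusive = inhibition above the set first-screen limit but never retested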;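 note: fluorescence reports GDP produced by GAP-driven GTP hydrolysis; strong numbers were not always called active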
GPR55 antagonists: GPR55 antagonists blocking LPI-driven arrestin recruitment, primary screen, imaging, U2OS, beta-arrestin-GFP, LPI agonist (AID 2013); G-protein coupled receptor 55 (Homo sapiens); U2OS GPR55 beta-arrestin-GFP translocation imaging, LPI antagonism; higher % means a stronger effect; inhibition, % at 10 µM, or IC50 in µM where a hit was titrated; actives 0.13% (n = 290,000);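 active = spots per cell inhibited over 60%, with over 100 cells counted and total cytoplasm intensity under 500,000; inconclusive = wells with under 100 cells, flagged as likely toxic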;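 note: U2OS cells stably carrying GPR55 and arrestin-GFP stimulated by 5 µM LPI near EC80; imaged beta-arrestin-GFP aggregate spots per cell after agonist stimulation; plate controls were LPI-stimulated DMSO wells for no effect and DMSO wells without LPI for full effect; some results filed as inactive read as strong as hits; confirmed hits need IC50 under 10 µM and bright autofluorescent wells are also inconclusive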
KOR beta-arrestin-1: KOR agonists, beta-arrestin recruitment, primary screen, cell-based, luminescence, uHTS (AID 1777); KOR beta-arrestin recruitment, luminescence; higher % means a stronger effect; one-dose activation, % at 10 µM; EC50 in µM for titrated hits; actives 0.02% (n = 280,000); in the data active = activation above about 50%, passing the limit was not always enough; note: a part of the inactive calls stands beside numbers as strong as those of hits
NOD1 inhibition: NOD1 signaling inhibitors, primary screen, cell-based, luminescence, uHTS (AID 1578) | NOD1-driven NF-kB luciferase reporter cells, luminescence; higher % means a stronger effect | one-dose inhibition, % at 4 µM; EC50 in µM for titrated hits | actives 1% (n = 290,000); in the data active = inhibition mostly above about 36%, no sharp cut-off; inactive = mostly below about 34%;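 note: HEK-293T reporter cells stimulated with the NOD1 agonist gamma-tri-DAP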
GPR35 antagonists: GPR35 antagonists blocking zaprinast-driven arrestin recruitment, primary screen, imaging, U2OS, beta-arrestin-GFP, zaprinast agonist (AID 2058). U2OS GPR35 beta-arrestin-GFP translocation imaging, zaprinast antagonism; higher % means a stronger effect. inhibition, % at 10 µM; hits with a dose series show IC50 in µM. actives 0.052% (n = 290,000);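 active = inhibition of at least 50% with at least 30 cells and total cytoplasm GFP at most 10,000,000; inconclusive = under 30 cells or total GFP of 10,000,000 plus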
KOR beta-arrestin-2: KOR antagonists, beta-arrestin recruitment, cell-based, luminescence, uHTS (AID 1778); KOR beta-arrestin recruitment, luminescence, antagonist mode; higher % means a stronger effect; inhibition, % at 10 µM; hits with a dose series show IC50 in µM; Kappa-type opioid receptor (Homo sapiens); actives 0.091% (n = 290,000); in the data active = inhibition above about 50%; note: strong numbers were not always called active
K1F lysis inhibition: inhibition of K1F phage lysis, E. coli UTI89, bacterial capsule biogenesis inhibitors, alamar blue (AID 488966) | E. coli UTI89 K1F phage lysis, alamar blue, 2 h; higher % means a stronger effect | inhibition, % at 100 µM; hits with a dose series show IC50 in µM | actives 0.02% (n = 340,000);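 active = phage lysis inhibition, versus mean bacterial control, above a set limit; inconclusive = no clear call, values can overlap the other calls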;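 note: capsule biogenesis inhibitors block K1F phage lysis so surviving cells raise fluorescence; higher fluorescence means more inhibition of phage lysis; actives were called in the ten point dose series up to 300 µM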
NTR1 agonist: agonists of NTR1, primary screen, imaging, U2OS cells, beta-arrestin-GFP, high content (AID 493036). NTR1-U2OS beta-arrestin-GFP spot imaging, agonist mode. actives 0.17% (n = 330,000). Neurotensin receptor type 1 (Homo sapiens), P30989. activation, % at 20 µM;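 active = activation at or above 40% of the spot to cytoplasm intensity ratio, with at least 20 cells analyzed; inconclusive = wells under 20 cells, flagged as cytotoxic or low count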;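 note: 0% = DMSO without peptide and 100% = 100 nM NTR1 peptide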
Target sequence (P30989 whole entry, looked up): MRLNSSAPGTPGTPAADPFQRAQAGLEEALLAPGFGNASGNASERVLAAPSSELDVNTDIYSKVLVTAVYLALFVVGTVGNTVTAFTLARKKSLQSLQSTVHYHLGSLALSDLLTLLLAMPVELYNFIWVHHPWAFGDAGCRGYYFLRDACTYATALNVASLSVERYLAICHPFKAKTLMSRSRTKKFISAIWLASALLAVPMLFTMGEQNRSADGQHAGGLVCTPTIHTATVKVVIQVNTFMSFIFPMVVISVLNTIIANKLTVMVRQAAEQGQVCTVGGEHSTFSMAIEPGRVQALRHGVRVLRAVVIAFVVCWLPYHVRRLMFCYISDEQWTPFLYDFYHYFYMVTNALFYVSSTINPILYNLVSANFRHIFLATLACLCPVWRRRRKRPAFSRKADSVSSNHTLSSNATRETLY
GPR55 beta-arrestin: GPR55 agonists via beta-arrestin recruitment, primary screen, imaging, U2OS cells, beta-arrestin-GFP redistribution (AID 1961); G-protein coupled receptor 55 (Homo sapiens); U2OS GPR55 beta-arrestin-GFP redistribution imaging; higher % means a stronger effect; one-dose activation, % at 10 µM; EC50 in µM for titrated hits; actives 0.048% (n = 290,000);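 active = activation above 40% with more than 50 cells counted in the well; inconclusive = wells holding fewer than 50 cells, flagged as toxic or sparse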;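 note: U2OS osteosarcoma cells stably expressing GPR55 and beta-arrestin-GFP; plate controls were DMSO negative control for no effect and LPI positive control for full effect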
NTR1 agonist cell count 20 µM: further read-out of NTR1 agonist, marked with its call; cell count; measured here: cell count, cytotoxicity flag
Starred values were filed as active, the others as inactive; ? = inconclusive; . = no result given; [ ] = remark or other dose. These rows are one share of the data. The share of hits here may be higher or lower than overall.

Preview, 2 compounds:
Below each compound – Rac1 GTP hydrolysis	GPR55 antagonists	KOR beta-arrestin-1	NOD1 inhibition	GPR35 antagonists	KOR beta-arrestin-2	K1F lysis inhibition	NTR1 agonist	NTR1 agonist cell count 20 µM	GPR55 beta-arrestin
C=CCCCCCCCCC(=O)Nc1c[nH]c(=O)[nH]c1=O
 : -6%	4%	2.5%	14%	-5%	-46%	-1.5%	-0.3	50	-0.1%
C=CCNc1cnn(-c2ccccc2)c(=O)c1Cl
 : -17%	-5%	-8.0%	-17%	-1%	-13%[20 µM]	0.5%	2.0	77	-0.1%

The listing, previewed entries included:
Below each compound – Rac1 GTP hydrolysis	GPR55 antagonists	KOR beta-arrestin-1	NOD1 inhibition	GPR35 antagonists	KOR beta-arrestin-2	K1F lysis inhibition	NTR1 agonist	NTR1 agonist cell count 20 µM	GPR55 beta-arrestin
C=CCCCCCCCCC(=O)Nc1c[nH]c(=O)[nH]c1=O
 : -6%	4%	2.5%	14%	-5%	-46%	-1.5%	-0.3	50	-0.1%
C=CCNc1cnn(-c2ccccc2)c(=O)c1Cl
 : -17%	-5%	-8.0%	-17%	-1%	-13%[20 µM]	0.5%	2.0	77	-0.1%
CCCCNC(=S)N=Nc1c(O)n(Cc2ccccc2)c2ccccc12
 : 7%	4%	-5.4%	-5%	3%	-1%	6.4%	3.1	44	1.3%
CCCCC(=O)Nc1ccc(NC(=O)c2ccc(C)c([N+](=O)[O-])c2)cc1OC
 : 3%	7%	0.6%	-8%	5%	.	-1.3%	-1.0	69	?
CCOC(=O)c1c(C)n(C)c2ccc(OC)c(NC(=O)CN3CCCCC3)c12
 : 8%	0%	0.6%	2%	1%	-43%	1.4%	5.7	75	0.2%
Cc1ccc(S(=O)(=O)N/N=C/c2ccc(O)cc2O)cc1[N+](=O)[O-]
 : ?	2%	0.3%	-11%	16%	.	0.2%	-1.0	51	-0.1%
O=C(c1cccc(Br)c1)N1CCN(S(=O)(=O)N2CCCCC2)CC1
 : -5%	5%	-3.1%	-1%	14%	6%	0.4%	0.9	47	-0.1%
Cn1ncc2c(Nc3cccc(C(=O)O)c3)ncnc21
 : 6%	-14%	0.8%	20%	6%	-27%	2.4%	-0.1	50	0.1%
O=C(Nc1ccccc1N1CCOCC1)c1cc(F)cc(F)c1
 : 0%	-1%	-4.9%	-22%	2%	-8%	0.4%	2.0	67	-0.4%
Cc1sc2nc(CSc3cccc(C(F)(F)F)c3)[nH]c(=O)c2c1C
 : -3%	-9%	-0.8%	11%	-5%	-12%	3.5%	3.2	61	-0.2%
COCc1ccc(C(=O)N(C)C2CCCN(Cc3ccccc3F)C2)o1 (stereo not given)
 : 7%	4%	4.4%	29%	1%	-32%	0.2%	-0.2	58	0.0%
COc1ccc(F)cc1Cn1nc(C(=O)O)c2ccccc2c1=O
 : 6%	7%	7.1%	-50%	2%	-58%	0.3%	4.8	38	-0.2%
Cc1ccc(C(=O)N(CCCN(C)C)c2nc3ccc(Cl)cc3s2)cc1C
 : 10%	25%	3.2%	-42%	-8%	-35%	-0.6%	5.0	56	-0.3%
O=C(CCCNC(=O)c1ccc(Cl)cc1)Nc1ccccc1C(F)(F)F
 : -1%	6%	1.8%	-8%	4%	5%	-0.1%	0.3	78	0.2%
Cc1nnc(SCC(=O)Nc2cccc([N+](=O)[O-])c2)n1CC1CCCO1 (stereo not given)
 : 2%	4%	-0.1%	-6%	-2%	9%	0.0%	-0.3	49	-0.2%
Cc1ccc(OCC(=O)Nc2ccc3oc(=O)ccc3c2)c(C)c1
 : 8%	-3%	0.9%	-27%	-9%	-13%	-0.1%	0.2	58	0.5%
COc1ccc(N(C(C)C(=O)N/N=C/c2ccc(OC(C)C)cc2)S(C)(=O)=O)cc1 (stereo not given)
 : 5%	-9%	-2.6%	15%	20%	14%	-0.2%[50 µM]	4.0	39	-0.1%
CC(C)C(C(=O)Nc1ccc2c(c1)OCCO2)N1C(=O)c2ccccc2C1=O (stereo not given)
 : 7%	12%	-4.1%	-20%	1%	7%	-0.4%	-2.0	89	-0.2%
CCc1ccc(-c2nc(SCC(=O)N3CCOCC3)n[nH]2)cc1
 : -6%	11%	-3.7%	-28%	-15%	-22%	0.1%	-1.6	68	1.0%
COc1ccc(N2CCN(C(=O)c3cccc(F)c3)CC2)c([N+](=O)[O-])c1
 : 11%	4%	-1.8%	-34%	9%	4%	0.0%	5.3	52	-0.2%
Cc1ccc(-n2nc(-c3ccccc3)cc2Nc2ccccc2N)cc1
 : 8%	-9%	-1.5%	-10%	-6%	-5%	4.3%	3.9	35	-0.3%
CCNc1ccc(C(=O)NN=C2CCCC2)cc1[N+](=O)[O-]
 : 9%	19%	-4.5%	0%	-1%	10%	-0.2%	0.0	31	-1.1%
C=CCn1c(SCc2ccc(C(=O)OC)cc2)nnc1-c1sc(N)nc1C
 : 4%	2%	-1.0%	37%	-6%	4%	6.5%	0.9	42	-0.2%
CN1C(=O)CC(N2CCN(C(=O)CN3CCCC3)CC2)C1=O (stereo not given)
 : 2%	9%	1.0%	-15%	0%	10%	0.3%	-1.8	100	-0.1%
COc1ccc(C(=O)OCC(=O)NC(C)CCc2ccccc2)cc1 (stereo not given)
 : 4%	10%	-1.3%	3%	-5%	-23%	0.0%	-0.5	93	-0.1%
O=C(NCCc1ccccc1)C1CCN(S(=O)(=O)N2CCCCCC2)CC1
 : -2%	1%	1.3%	-56%	-2%	-30%	-0.3%	-0.8	36	-0.1%
CC(=O)NCCn1c(SCC(=O)NCC2CCCO2)nc2ccccc2c1=O (stereo not given)
 : 2%	-7%	4.3%	-14%	-3%	-64%	-5.7%	2.5	55	-0.2%
O=C1OC(N2C(=O)CC[C@H]2C(=O)Nc2ccc(Br)cc2F)c2ccccc21 (stereo not given in full)
 : 2%	2%	-0.8%	-12%	6%	8%[20 µM]	3.8%	-2.2	85	0.2%
Cc1ccn(CC(=O)N2CCCC(C(=O)c3cccc4ccccc34)C2)n1 (stereo not given)
 : 6%	1%	-4.1%	-30%	1%	9%	-0.5%	0.0	50	0.0%
CCS(=O)(=O)N1CCN(c2ccc(C(=O)NC34CC5CC(CC(C5)C3)C4)cc2[N+](=O)[O-])CC1
 : 8%	0%	7.8%	-15%	-13%	5%	0.4%[50 µM]	3.5	62	0.1%
O=C(N1CCOCC1)N1CCC(n2nnc3ccccc32)CC1
 : 2%	13%	-4.6%	7%	11%	-42%	-0.1%	1.7	80	-0.1%
Cc1ccc(NC(=O)C(OC(=O)c2ccccc2Cl)c2ccccc2)cc1Cl (stereo not given)
 : 7%	13%	10%	-28%	-5%	-16%	0.2%	7.3	38	0.0%
CC(CC(=O)Nc1ccc(S(=O)(=O)Nc2ncccn2)cc1)c1ccccc1 (stereo not given)
 : 8%	0%	-5.5%	-22%	-20%	-12%	-0.2%	-1.1	47	0.6%
C=CCn1c(=O)[nH]c2cc(C(=O)N3CCN(c4ccc(C(C)=O)cc4)CC3)ccc2c1=O
 : 8%	8%	7.6%	-11%	-1%	2%	-0.4%	0.2	74	-0.1%
C=C1CCN([C@H](C(=O)NCc2cc(OC)c(OC)c(OC)c2)C(C)C)S(=O)(=O)c2ccccc21
 : 10%	5%	5.0%	1%	-13%	-2%	-0.5%	1.6	80	0.0%
CN(C)CCN(C(=O)c1ccc(Br)s1)c1nc2cc3c(cc2s1)OCCO3
 : 7%	9%	-2.4%	-22%	0%	-18%	6.4%	-1.6	51	-0.6%
COc1ccccc1NC(=O)NC1(C(=O)N2CCN(C)CC2)CCCCC1
 : 7%	6%	-3.3%	-35%	-12%	8%	0.1%	1.5	51	-0.2%
O=C(CCN1CCOCC1)NNC(=S)NC(=O)c1ccccc1
 : 18%	2%	-0.2%	10%	-6%	-20%	1.6%	0.7	67	-0.3%
O=C(CSc1ccc2ccccc2n1)Nc1ccc(N2CCOCC2)cc1
 : -2%	1%	-3.0%	-29%	27%	4%	-0.1%	0.2	46	0.3%
Cc1ccc(S(=O)(=O)CC(=O)N2CCCCCC2)cc1
 : 4%	16%	-5.1%	4%	-14%	8%	5.4%	1.6	95	-0.2%
CC/C(=C/c1sc2ccc(C)cc2[n+]1CCO)SC
 : 22%	-7%	11%	-32%	26%	-1%[20 µM]	0.6%	-0.6	38	0.0%
CN(C)CCNC(=O)c1c(O)c2c([nH]c1=O)CCCC2
 : 7%	-6%	-5.5%	6%	6%	-31%	1.4%	-0.1	57	-0.2%
CCN(C(=O)COC(=O)CSc1ccc(C)c(C)c1)C1CCS(=O)(=O)C1 (stereo not given)
 : 5%	3%	6.9%	17%	8%	-16%	-0.1%	0.1	75	0.0%
Cc1ccc(-n2c(C)cc(C(=O)CN3CCOCC3)c2C)cc1C
 : -3%	-28%	-1.7%	-44%	-18%	-20%	-1.1%	0.2	26	-0.3%
COc1ccc(-c2nc(NC3=NCCCCC3)sc2C)cc1
 : 6%	-2%	-5.1%	-6%	-4%	-2%	0.3%	1.4	34	-0.4%
CCN1CCN(c2cc(C)c3cc(NC(=S)N4CC(C)CC(C)C4)ccc3n2)CC1 (stereo not given)
 : 17%	14%	6.5%	-12%	4%	-8%	-0.1%	.	.	-0.3%
CCN(CC)c1ccc(/C=C(\C#N)C(=O)c2ccc(Br)cc2)cc1
 : 3%	?	0.0%	5%	?	-20%	3.8%	.	.	3.4%
CCn1c(=NC(=O)c2ccc(S(=O)(=O)N(C)C)cc2)sc2cccc(OC)c21
 : 6%	-1%	3.4%	16%	-5%	-9%	1.4%	0.5	83	0.3%
